# Screening results as filed in PubChem BioAssay.
# HUVEC inhibit – human endothelial cell proliferation inhibition; HUVEC proliferation, CellTiter-Glo luminescence, 72 h; stronger effect = lower value; viability, % at 10 µM (by protocol); 1.1% of 86,000 active;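 active means viability at or below 30%; inactive means viability above 30%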;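 further: 100% = median luminescence of DMSO-only cell control wells on each plate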
# CD11b adhes enh – CD11b/CD18-fibrinogen binding enhancement. P05107+P11215. K562 CD11b/CD18 adhesion to fibrinogen, ATPlite luminescence. activation, % at 10 µM. 0.07% of 93,000 active;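 active means 10 µM primary screen giving 50% or more activity, confirmed by 40% or more on retest at that dose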; further: strong numbers were not always called active
# H69AR growth 86K – growth inhibitors of human H69AR lung tumor cells | H69AR lung tumor viability, ATP luminescence, 72 h; stronger effect = lower value | viability, % at 10 µM | 6% of 85,000 active | AID 598;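 active means viability at or below 40%; inactive means viability above 40%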;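 further: multidrug resistant small cell line overexpressing MRP-1 efflux transporter; 100% = mean luminescence of untreated control wells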
# Lung fibro prol – blocks proliferation of human lung fibroblasts. LL 47 human lung fibroblast viability, ATP luminescence; stronger effect = lower value. viability, % at 10 µM. 1.1% of 85,000 active. AID 719;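 active means viability at or below 50% in the single dose screen; inactive means viability above 50%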;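 further: compound exposure lasted 72 h before the ATP readout; 100% = median luminescence of untreated cell-only wells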
#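 Times – overnight cell rest, 72 h compound treatment at 37 °C · Test system – human lung fibroblast line LL 47, low passage · Amount – 1,150 cells in each well · Controls – cell-only wells, no compound · Doses – 0.1% DMSO in all compound wells · Measured by – CellTiter-Glo luminescence · Buffer or medium – IMEM plus 15% FBS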
# CYP2C19 act – cytochrome P450 2C19 (human) activation; P33261; recombinant CYP2C19, luciferin-H EGE luminescence; stronger effect = higher value; 0 = fully inhibited enzyme, 1 = untreated enzyme; activation factor at 5 µM; 96,000 tested, under 10 active;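 active means activation factor of at least 2 at 5 µM in the primary screen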;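 further: 0 = wells with 2.5 mM tranylcypromine and 1 = vehicle-only wells; values of inactives mirror those of a sister screen read the other way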
# Target sequence (P33261 whole entry, looked up): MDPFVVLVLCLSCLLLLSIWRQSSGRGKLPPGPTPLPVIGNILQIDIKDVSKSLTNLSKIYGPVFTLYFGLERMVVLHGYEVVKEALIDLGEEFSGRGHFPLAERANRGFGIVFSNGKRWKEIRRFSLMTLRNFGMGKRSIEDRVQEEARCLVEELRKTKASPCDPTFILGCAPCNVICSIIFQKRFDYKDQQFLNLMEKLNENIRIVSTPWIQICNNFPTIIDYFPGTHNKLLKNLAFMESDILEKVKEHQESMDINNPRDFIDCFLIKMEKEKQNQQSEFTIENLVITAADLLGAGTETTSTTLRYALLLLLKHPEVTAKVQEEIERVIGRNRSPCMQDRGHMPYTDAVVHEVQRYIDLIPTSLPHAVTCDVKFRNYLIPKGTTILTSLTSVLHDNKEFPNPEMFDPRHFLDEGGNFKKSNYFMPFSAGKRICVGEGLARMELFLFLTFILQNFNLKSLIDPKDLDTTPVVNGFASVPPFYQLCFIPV
# ERa coact inh – ER-alpha (human) coactivator binding inhibition. TR-FRET ER-alpha LBD / SRC-1 peptide, estradiol-bound. inhibition, % at 25.6 µM. 1.7% of 86,000 active. AID 629; in the data active means inhibition above about 50%;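 further: 0% = receptor plus peptide control and 100% = peptide only without receptor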
# Target sequence (P03372 whole entry, looked up, the tested form may be a part): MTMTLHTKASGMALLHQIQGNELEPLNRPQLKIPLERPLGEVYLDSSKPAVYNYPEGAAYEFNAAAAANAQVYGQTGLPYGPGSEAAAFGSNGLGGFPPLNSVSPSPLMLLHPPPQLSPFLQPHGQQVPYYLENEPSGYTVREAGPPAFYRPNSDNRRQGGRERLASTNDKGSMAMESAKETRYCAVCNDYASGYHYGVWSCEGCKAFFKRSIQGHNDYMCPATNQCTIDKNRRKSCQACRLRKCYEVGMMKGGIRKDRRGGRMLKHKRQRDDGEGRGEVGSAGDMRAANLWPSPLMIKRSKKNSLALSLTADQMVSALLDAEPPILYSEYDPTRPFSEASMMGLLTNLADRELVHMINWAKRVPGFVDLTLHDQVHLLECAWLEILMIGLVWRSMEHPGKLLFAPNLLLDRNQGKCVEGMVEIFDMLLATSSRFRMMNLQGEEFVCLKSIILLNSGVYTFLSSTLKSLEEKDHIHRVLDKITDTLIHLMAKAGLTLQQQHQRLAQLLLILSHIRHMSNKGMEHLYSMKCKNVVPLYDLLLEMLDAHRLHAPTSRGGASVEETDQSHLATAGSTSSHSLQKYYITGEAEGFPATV
# Mac1 fbg inh – inhibitors of human CD11b/CD18 binding to fibrinogen; inhibition, % at 10 µM; 0.54% of 93,000 active; P05107+P11215; K562 CD11b/CD18 adhesion to fibrinogen, ATPlite luminescence; Mn2+ added to activate the integrin;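 active means primary inhibition of 50% or more at 10 µM, then 40% or more on retest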; further: some results filed as inactive read as strong as hits
# CYP2C19 inh – inhibitors of human CYP2C19; 21% of 96,000 active; P33261; CYP2C19 Supersomes, luciferin-H EGE luminescence, 30 min; inhibition, % at 5 µM;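 active means CYP2C19 inhibition above a set limit at 5 µM in the primary screen, cut at about 50% in these data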;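 further: plate controls were negative control wells for no effect and 2.5 mM tranylcypromine positive control for full effect; values of inactives mirror those of a sister screen read the other way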
# ERa SRC1 pot – ER-alpha (human) coactivator binding potentiation; coactivator binding (% of control), % at 25.6 µM; TR-FRET ERalpha-LBD/SRC-Cy5 coactivator binding, 2 h; 100 = basal binding, no effect; 1.3% of 86,000 active; P03372; in the data active means activity above about 200%;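 further: binding measured in presence of low estradiol as agonist stimulus; 0% = peptide alone without receptor and 100% = receptor with peptide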
# * = called active by the depositor; nt = no result given; [ ] = remark or other dose. Not a hit list, and some 26% of all compounds hit somewhere here.
SMILES,HUVEC inhibit,CD11b adhes enh,H69AR growth 86K,Lung fibro prol,CYP2C19 act,ERa coact inh,Mac1 fbg inh,CYP2C19 inh,ERa SRC1 pot
Fc1ccc(Cn2nnnc2CN2CCc3ccccc3C2)cc1,91,0,80,98,0.4,-2,8,58*,112
Cc1ccnc(NC(=O)CCc2c(C)nc3ncnn3c2C)c1,102,nt,95,101,1.1,2,nt,-6,98
COc1cc(S(=O)(=O)NC2CCCC2)ccc1Cl,93,-2,100,102,0.1,-3,-1,94*,118
Cc1cccc(OCc2nnc(SCC(=O)Nc3sc(C)c(C)c3C#N)n2C)c1,69,2,65,91,0.9,7[fluorescence artefact?],-5,12,133
COc1ccc(CN(C(=O)c2oc3ccccc3c2C)C2CCS(=O)(=O)C2)cc1 (stereo not drawn),87,-1,79,92,0.6,2,-1,40,91
COc1cc(C)c(N)cc1C(C)C,101,3,90,93,0.1,4,0,88*,100
COCCn1c(C)cc(C(=O)COC(=O)CCN2C(=O)c3ccccc3C2=O)c1C,111,-1,91,102,0.7,-2,-2,33,116
c1ccc(-c2nnc(N3CCOCC3)nc2-c2ccccc2)cc1,95,-3,58,nt,0.5,-1,-5,46,100
OCc1cc(CO)c(O)c(CCc2ccccc2)n1,95,0,87,94,0.6,-5,-20,36,112
O=C1CCCc2c1cc(C(=O)Nc1ccc(Cl)cn1)c(=O)n2-c1ccccc1,90,-4,94,92,0.8,-10[fluorescence artefact?],-16,16,107[fluorescence artefact?]
CCN(CC)c1nc(C#N)nc(N(CC)CC)n1,nt,-7,nt,nt,0.6,nt,45,41,nt
O=C1c2ccccc2C(Nc2cccc(C(F)(F)F)c2)N1Cc1ccco1 (stereo not drawn),99,-3,55,89,0.3,5[fluorescence artefact?],40,68*,70
Cc1cc(OC(C)C)c2c(-c3ccccc3)cc(=O)oc2c1,97,0,72,99,0.6,4,0,43,122
CCC(Sc1ncnc2c1nnn2-c1ccc(F)cc1)C(=O)OC (stereo not drawn),92,4,91,101,0.9,-14,-4,11,101
CCC(CC)c1nnc(NC(=O)CS(=O)(=O)Cc2ccccc2)s1,93,nt,97,93,nt,-27,nt,nt,105
Cc1cccc(-n2cnc(C(=O)N/N=C/c3ccccc3)c2)n1,76,2,99,103,1,-1,-35,-3,97
CC(=O)c1ccccc1OC(=O)c1ccco1,91,-3,111,93,0.9,0[fluorescence artefact?],2,8,105
CN1CCN(CCC(=O)Nc2ccc(OCc3ccccc3)cc2)CC1,71,-2,91,93,1.2,-5,-8,-19,129
CC(=O)NCCN=Cc1sc2ccccc2c1O,96,nt,104,101,0.9,-22,nt,13,96
Cc1nn(C(=O)c2ccc3c(c2)OCO3)c(N)c1-c1ccccc1,103,-6,91,102,1.1,-6,30,-9,110
O=C(CCSCCC(=O)N1CCCC1)N1CCCC1,105,1,95,99,1,-3,6,1,123[fluorescence artefact?]
Cn1cnnc1SCC(=O)N1c2ccccc2-c2c(ssc2=S)C1(C)C,83,0,79,88,0.8,-8,4,16,96[fluorescence artefact?]
Brc1ccc(-c2nnc(-c3ccc4c(c3)OCO4)o2)o1,103,36,100,106,0.6,14[fluorescence artefact?],29,36,137
CCCCn1nc2cc(C(=O)N(CC)c3ccc(OC)cc3)ccc2c1OCC,nt,2,nt,nt,0.5,nt,-15,52*,nt

# Fetched by structure from above, 2 records:
SMILES,HUVEC inhibit,CD11b adhes enh,H69AR growth 86K,Lung fibro prol,CYP2C19 act,ERa coact inh,Mac1 fbg inh,CYP2C19 inh,ERa SRC1 pot
CCC(CC)c1nnc(NC(=O)CS(=O)(=O)Cc2ccccc2)s1,93,nt,97,93,nt,-27,nt,nt,105
Cc1cccc(-n2cnc(C(=O)N/N=C/c3ccccc3)c2)n1,76,2,99,103,1,-1,-35,-3,97

# Additional results follow.
SMILES,HUVEC inhibit,CD11b adhes enh,H69AR growth 86K,Lung fibro prol,CYP2C19 act,ERa coact inh,Mac1 fbg inh,CYP2C19 inh,ERa SRC1 pot
CCOC(=O)c1c(NC(=O)COC)sc(C(C)=O)c1C,105,1,68,89,0.8,-39,2,17,101
CC(C)C(=O)Nc1cccc(C(=O)Nc2ccccc2C(=O)O)c1,88,-6,100,98,1,-6,0,-5,83
CCOC(=O)c1sc2nc3n(c(=O)c2c1C)CCCCC3,105,-1,82,94,0.3,-5,-14,74*,92[fluorescence artefact?]
COc1cccc(CNC(=O)C2CCN(S(=O)(=O)c3ccc4c(c3)CCC(=O)N4)CC2)c1,101,-2,101,98,1.1,-3,-1,-6,93
O=S(=O)(c1ccc(NC2CCCc3ccccc32)nc1)N1CCOCC1 (stereo not drawn),96,1,81,90,0.8,-7,14,19,125
Cc1noc(C)c1COc1ccc(C(=O)OCC(=O)N2c3ccccc3NC(=O)C2(C)C)cc1,79,-3,66,93,0.7,73*,21,28,54[fluorescence artefact?]
CCC(C)c1ccc(OCCn2cc(/C=N/NC(=O)CSc3nnc(C)s3)c3ccccc32)cc1 (stereo not drawn),85,-4,84,97,0.9,-19,24,12,107
O=S(=O)(Nc1ccccc1)c1ccc(F)cc1,91,-2,87,99,0.1,2[fluorescence artefact?],-5,92*,108
CCc1ccc(NC(=O)C(C)Nc2ccc(S(=O)(=O)NC(C)=O)cc2)cc1 (stereo not drawn),102,-3,103,95,0.9,-19,-13,11,130
CCOC(=O)c1c(-c2cccs2)csc1NC(=O)C(C)(C)C,95,0,52,86,1.1,2,25,-13,102
O=C(CSc1nc2c(sc3ccccc32)c(=O)n1Cc1ccccc1)NCC1CCCO1 (stereo not drawn),91,-4,86,91,0.9,11,4,10,128
CCOC(=O)C1=NN(c2cccc(Cl)c2)C2=NC(C)=C(C(=O)OC)C(c3cccs3)N12 (stereo not drawn),91,nt,89,103,nt,-8,nt,nt,108
Cc1ccc(-c2nc3sc4c(N)ncnc4c3c3c2CCCC3)cc1,nt,-2,nt,nt,1,nt,-8,-1,nt
O=C(OCn1ncc(Br)c(Br)c1=O)c1ccc(F)cc1,2.3*,-3,1.8*,1.9*,0.1,0,2,89*,90
COc1ccc(C(=O)CC(Nc2ccc([N+](=O)[O-])cc2)c2ccc(OC)cc2)cc1 (stereo not drawn),nt,8,nt,nt,0.6,nt,-20,43,nt
Cc1cc(C)n(C(=O)c2ccc(S(=O)(=O)NCC3CCCO3)cc2)n1 (stereo not drawn),100,2,95,108,0.7,9,-2,33,92
CC(C)Cc1nc(N2CCN(C(=O)C(C)C)CC2)c(C#N)c2c1CCC2,98,-4,105,101,0.2,9,22,84*,93
O=C(Cn1ncc2c3ccccc3n(Cc3ccccc3)c2c1=O)N1CCN(c2ncccn2)CC1,90,10,83,96,0,3,14,98*,171[fluorescence artefact?]
c1ccc2c(c1)CC(N1CCCCC1)c1ccccc1N2 (stereo not drawn),97,-4,93,96,1,6,-9,0,119[fluorescence artefact?]
COc1ccc(S(=O)(=O)Cc2ccc(C(=O)N3CCN(C(=O)c4ccco4)CC3)o2)cc1,100,-1,83,112,0.8,-3,-7,18,106[fluorescence artefact?]
COc1ccccc1C(c1nnnn1CS(=O)(=O)c1ccc(C)cc1)N1CCSCC1 (stereo not drawn),95,0,80,100,0.7,-8,-4,28,108
CC12CCC(c3c(C(=O)O)nn(-c4ccc(F)cc4)c31)C2(C)C (stereo not drawn),108,-3,76,99,1,-7[fluorescence artefact?],4,1,92
Cc1cccc2nc(CSc3ccccc3N)cn12,84,nt,99,91,nt,-10[fluorescence artefact?],nt,nt,101
Cc1nc2nc(COc3ccccc3)[nH]n2c(=O)c1Cc1ccccc1,95,2,91,92,1,-1,-10,-2,121

# Eleven structures already listed, ordered by molecular weight, low to high:
SMILES,HUVEC inhibit,CD11b adhes enh,H69AR growth 86K,Lung fibro prol,CYP2C19 act,ERa coact inh,Mac1 fbg inh,CYP2C19 inh,ERa SRC1 pot
Cc1cccc2nc(CSc3ccccc3N)cn12,84,nt,99,91,nt,-10[fluorescence artefact?],nt,nt,101
c1ccc2c(c1)CC(N1CCCCC1)c1ccccc1N2 (stereo not drawn),97,-4,93,96,1,6,-9,0,119[fluorescence artefact?]
CC12CCC(c3c(C(=O)O)nn(-c4ccc(F)cc4)c31)C2(C)C (stereo not drawn),108,-3,76,99,1,-7[fluorescence artefact?],4,1,92
Cc1ccc(-c2nc3sc4c(N)ncnc4c3c3c2CCCC3)cc1,nt,-2,nt,nt,1,nt,-8,-1,nt
Cc1cc(C)n(C(=O)c2ccc(S(=O)(=O)NCC3CCCO3)cc2)n1 (stereo not drawn),100,2,95,108,0.7,9,-2,33,92
COc1ccc(C(=O)CC(Nc2ccc([N+](=O)[O-])cc2)c2ccc(OC)cc2)cc1 (stereo not drawn),nt,8,nt,nt,0.6,nt,-20,43,nt
COc1ccc(S(=O)(=O)Cc2ccc(C(=O)N3CCN(C(=O)c4ccco4)CC3)o2)cc1,100,-1,83,112,0.8,-3,-7,18,106[fluorescence artefact?]
CCOC(=O)C1=NN(c2cccc(Cl)c2)C2=NC(C)=C(C(=O)OC)C(c3cccs3)N12 (stereo not drawn),91,nt,89,103,nt,-8,nt,nt,108
COc1ccccc1C(c1nnnn1CS(=O)(=O)c1ccc(C)cc1)N1CCSCC1 (stereo not drawn),95,0,80,100,0.7,-8,-4,28,108
O=C(CSc1nc2c(sc3ccccc32)c(=O)n1Cc1ccccc1)NCC1CCCO1 (stereo not drawn),91,-4,86,91,0.9,11,4,10,128
O=C(Cn1ncc2c3ccccc3n(Cc3ccccc3)c2c1=O)N1CCN(c2ncccn2)CC1,90,10,83,96,0,3,14,98*,171[fluorescence artefact?]

# (list continues)
SMILES,HUVEC inhibit,CD11b adhes enh,H69AR growth 86K,Lung fibro prol,CYP2C19 act,ERa coact inh,Mac1 fbg inh,CYP2C19 inh,ERa SRC1 pot
Cc1ccc(C(C(=O)NC(C)(C)C)N(Cc2ccco2)C(=O)CCC(=O)Nc2nccs2)cc1 (stereo not drawn),86,nt,70,97,nt,-8,nt,nt,99
COC(=O)c1cccc(Nc2ncnc3ccc(C)cc23)c1,76,-4,49,102,0.6,-3,6,44,96
Cc1nc2ncnn2c(Nc2ccc3c(c2)OCO3)c1Cc1ccccc1,96,-3,87,90,0.3,1,17,72*,92
Cc1nc2ccccc2c2oc(C(=O)NCCN3CCCCC3C)cc12 (stereo not drawn),107,-2,89,89,1.1,4,3,-10,94[fluorescence artefact?]
CCOC(=O)c1c(N)c(C#N)cn1-c1ccccc1,91,4,103,97,0.8,-12[fluorescence artefact?],-26,25,122
COC(=O)CC1SC(=O)NC1=Nc1cccc(C)c1 (stereo not drawn),94,-1,73,103,0.9,2,-5,12,102
CCOc1cc2[nH]c(=S)n(CCCN3CCCC3=O)c(=O)c2cc1OCC,93,-2,65,103,0.9,1,-17,7,119
Cc1ccc(S(=O)(=O)c2cc3c(=O)n4cc(C)ccc4nc3n(CC3CCCO3)c2=N)cc1 (stereo not drawn),98,0,48,99,0.9,3,0,8,102[fluorescence artefact?]
CC(C)(C)n1nnnc1C(c1ccc(C(F)(F)F)cc1)N(Cc1ccc(F)cc1)Cc1ccco1 (stereo not drawn),68,nt,98,91,nt,1,nt,nt,94
COC(=O)CN1C(=O)CC(C)(C)Sc2ccccc21,101,nt,97,97,nt,-6,nt,nt,112
Nc1ccc(-c2cnc(-c3ccc(N)cc3)nc2)cc1,76,-1,95,103,0.9,-11,17,7,103
COc1ccc(OCc2nnc(SCC(N)=O)n2N)cc1,nt,-2,nt,nt,1,nt,4,1,nt
Cc1ccc(-c2nc(NC(=O)CSc3nnnn3-c3ccccc3)ns2)cc1,84,-3,46,102,1,15[fluorescence artefact?],2,2,219*
